High-throughput results: PubChem BioAssay, several laboratories
Dynein cargo inh = inhibitors of GR-EGFP nuclear translocation, primary screen, dynein cargo transport inhibitor project, imaging, high-content, 3617.4 mouse cells; AID 1381, 2008; test concentration mostly 20 µM; stimulated with dexamethasone, 1 µM; active compounds read low; z-score, hits read low; hit rate 0.47% among 220,000;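 active = plate z-score of nuclear minus cytoplasmic receptor signal below a set negative limit, without overly bright fluorescence or cell loss, cut at about -3.5 in these data, passing the limit was not always enough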;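 note: z-score of nuclear minus cytoplasmic ring GR-EGFP intensity difference per well; some compounds called inactive have numbers as strong as hits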
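medium = tetracycline-free induction medium containing charcoal-stripped FBS | also added = 1.0 µM final dexamethasone stimulus | schedule = 48 h induction, 1 h compound, 30 min dex at 37 °C | technique = fixed, Hoechst-stained cells imaged at 10x for EGFP | measure = GR-EGFP nuclear translocation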
Hep lipid drop = inhibitors of hepatocyte lipid droplet formation, primary screen, imaging, high-throughput imaging, BODIPY stain. AML12 mouse hepatocytes, oleate lipid droplets. inhibition, % at 6.5 µM. hit rate 0.4% among 240,000;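 active = lipid droplet intensity inhibited by at least 50%, with more than 500 cells counted; inconclusive = wells with under 300 cells, treated as cytotoxic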
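Assay system: AML12 hepatocytes (mouse); Probe or stimulus: oleic acid at 100 µM to induce lipid droplet formation; Dosing: compound at 6.5 µM only; Schedule: compound with oleate, overnight; Detection: fluorescence imaging, 20x objective, two fields per well; Measure: % inhibition of lipid droplet signal.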
M1AAP inhibition = P. falciparum M1AAP inhibitors, biochemical, fluorogenic H-Leu-NHMec substrate, 1536-well (AID 1445). recombinant M1AAP, H-Leu-NHMec fluorogenic kinetic assay; higher % means a stronger effect. inhibition, % at 30 µM; hits with a dose series show IC50 in µM. hit rate 0.42% among 220,000;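 active = primary inhibition above the hit cutoff, then over 50% inhibition at one or more dose response concentrations, cut at about 23% in these data, passing the limit was not always enough; inconclusive = conflicting primary data, or primary hits not chosen for dose response; inactive = low primary inhibition, or under 50% at every dose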;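 note: plate controls were DMSO full reaction for no effect and no enzyme background for full effect; strong numbers were not always called active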
Insulin prom up = insulin promoter activators in MIN6 cells, imaging, high-content screening, mouse beta cells | MIN6 insulin promoter-GFP reporter; active compounds read high | z-score at 5 µM | hit rate 0.3% among 190,000;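 active = z-score above 3 at 5 µM with at least 500 cells counted in the well; inconclusive = wells under 500 cells, flagged as cytotoxic or low count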
MT stabilize HCS = microtubule stabilizers in HeLa cells, primary screen, imaging, high-content imaging; % tubulin-high responders, % at 10 µM; HeLa tubulin immunostaining HCS, 24 h; share of cells brighter than vehicle mean+2SD; hit rate 0.83% among 200,000;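 active = plate Z-score above 3 for both tubulin-high and condensed-nucleus cell shares, with cell loss under 80%, at 10 µM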;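 note: anti alpha tubulin signal scored within the nucleus-defined area of each cell; some results filed as inactive read as strong as hits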
P. falciparum M17LAP = P. falciparum M17LAP inhibitors, primary screen, biochemical, fluorogenic H-Leu-NHMec substrate, 1536-well (AID 1619); Leucine aminopeptidase (Plasmodium falciparum (isolate 3D7)); recombinant M17LAP, H-Leu-NHMec fluorogenic kinetic assay; higher % means a stronger effect; inhibition, % at 30 µM; hits with a dose series show IC50 in µM; hit rate 0.38% among 220,000;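 active = compound inhibiting the enzyme by more than half at any dose during confirmatory dose-response retesting; inconclusive = strong single-dose inhibitors picked by rank but not retested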;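 note: plate controls were full reaction with DMSO carrier for no effect and no enzyme background for full effect; strong numbers were not always called active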
CSM14.1 death rescue = rescue of cells from ER stress-induced death, primary screen, 384-well, CSM14.1, thapsigargin, ATP luminescence (AID 1222); CSM14.1 thapsigargin-induced death rescue, ATP luminescence; higher % means a stronger effect; 190,000 tested, under 10 active; one-dose cellular ATP content (survival), % at 20 µM; EC50 in µM for titrated hits;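 active = EC50 below 50 µM in the dose-response confirmation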;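 note: death triggered by thapsigargin at about 15 µM added after 2 h compound pretreatment; cell ATP read after overnight thapsigargin exposure of roughly 18 to 22 hours; normalized against plate controls of thapsigargin alone and 5% DMSO vehicle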
Yfh1-depleted yeast = enhancers of respiration in Yfh1-depleted yeast, dose response, Friedreich's ataxia, plus single-dose screen (AID 1465) | S. cerevisiae Yfh1-off respiration, WST-1 reduction, 72 h; higher fold induction means a stronger effect | one-dose fold induction at 50 µM; EC50 in µM for titrated hits | hit rate 0.074% among 220,000;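 active = fold induction of absorbance versus untreated yeast above a set limit, then at least 30% activation at any dose in follow-up; inconclusive = repeats straddling the limit, or above it without dose testing; inactive = fold induction below the set limit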;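 note: activators that raise dye reduction in frataxin-depleted yeast; strong numbers were not always called active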
Autophagy mod = autophagy modulators in MEF cells, primary screen, imaging, high-content, MEF GFP-LC3 | MEF GFP-LC3 puncta imaging; test concentration mostly 10 µM | calls only at 10 µM (by protocol) | AID 463193, 2010 | hit rate 0.98% among 190,000;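 active = percentage of spot-positive cells more than 3 SD above its plate mean, without a fluorescence outlier flag or 80% toxicity; inconclusive = no clear call, values can overlap the other calls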;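 note: spot-positive cell cutoff set from DMSO-treated cells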
Dynein cargo inh cytoplasmic EGFP = further read-out of Dynein cargo inh, marked with its call; z-score; measured here: cytoplasmic GR-EGFP intensity; active compounds read high
Dynein cargo inh nuclear GR-EGFP = also measured in Dynein cargo inh; calls as there; z-score; measured here: nuclear GR-EGFP intensity;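 lower value marks the stronger effect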
Dynein cargo inh cell count = second read-out of Dynein cargo inh, no call of its own (marks repeat the call); z-score; measured here: cell count per field
Insulin prom up cell count = also measured in Insulin prom up; calls as there; cell count; measured here: cytotoxicity, nuclei count;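 total cells summed across four imaged fields per well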
Hep lipid drop cells 6.5 µM = recorded beside Hep lipid drop, whose call it bears; cell count; measured here: cell count, cytotoxicity flag;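 cells counted across two imaged fields per well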
MT stabilize HCS Hoechst-high % = second read-out of MT stabilize HCS, no call of its own (marks repeat the call); % Hoechst-high responders; measured here: nuclear condensation Hoechst responders;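 share of cells brighter than vehicle mean plus two SD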
MT stabilize HCS cytotoxicity % = recorded beside MT stabilize HCS, whose call it bears; toxicity, %; measured here: cytotoxicity by cell density;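 0% = mean cell density of plate MIN control wells and 100% = no cells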
Autophagy mod cell loss 18 h = further read-out of Autophagy mod, marked with its call; toxicity, %; measured here: cell loss, nuclei count;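 cell loss after 18 h compound exposure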
Numbers without * were called inactive; i = inactive; ? = inconclusive; . = not tested or not shown.

SMILES	Dynein cargo inh	Dynein cargo inh cytoplasmic EGFP	Dynein cargo inh nuclear GR-EGFP	Dynein cargo inh cell count	Hep lipid drop	Hep lipid drop cells 6.5 µM	M1AAP inhibition	Insulin prom up	Insulin prom up cell count	MT stabilize HCS	MT stabilize HCS Hoechst-high %	MT stabilize HCS cytotoxicity %	P. falciparum M17LAP	CSM14.1 death rescue	Yfh1-depleted yeast	Autophagy mod	Autophagy mod cell loss 18 h
CCOC(=O)c1cnn(-c2nc(C)cc(C)n2)c1N	4	-0.061	2.3	-2.4	1	760	6%	-0.54	1266	3.0	1.1	1.3	-9%	-3.1%	i	i	-3
CNc1nc(-c2c[nH]c3ccccc23)cs1	-1.2	-0.0084	-0.81	0.69	-7	839	14%	0.35	708	3.0	2.3	6.3	2%	-1.3%	i	i	-38
O=C(CCN1C(=O)c2ccncc2C1=O)Nc1ccc2c(c1)OCCO2	-0.72	-0.19	-0.01	0.27	-1	703	0%	0.07	1324	6.5	1.9	6.9	8%	.	i	i	-1
CCCC1CC(c2csc(N)n2)CCO1 (centres undefined)	-0.36	-0.24	-0.044	0.82	.	.	10%	-0.36	1136	2.8	3.0	7.1	15%	0.0%	i	i	-5
Cc1ccc(-c2[nH]n3c(=O)c4c(nc3c2C)CCCC4)cc1	0.45	-0.15	0.21	-0.21	.	.	6%	0.21	1584	1.9	2.4	12	-2%	-1.2%	i	i	-14
Cc1ccc(-c2nnn(C(C)C(=O)N3c4ccccc4CCc4ccccc43)n2)cc1 (centres undefined)	0.1	-0.27	0.46	0.054	-3	746	11%	.	.	3.0	1.8	9.1	15%	5.4%	i	i	-10
COc1ccc(N2CC(O)=C(c3nc4ccccc4s3)C2=N)c(OC)c1	0.65	-0.13	0.98	-0.63	-3	692	-1%	.	.	2.4	3.9	6.6	-6%	-0.5%	i	i	6
COC(=O)CCCC(=O)Nc1ccc(Cl)c(Cl)c1	-0.59	-0.22	-0.29	0.39	-24	740	4%	0.28	1234	3.5	2.2	3.3	7%	-1.3%	i	i	4
O=C(CC(C(=O)O)C1CCCO1)Nc1cccc(C(F)(F)F)c1 (centres undefined)	0.048	-0.32	0.18	0.33	.	.	7%	1.6	864	4.9	2.6	4.5	7%	-2.5%	i	i	22
COc1cc(NC(=S)Nc2cccnc2)cc(OC)c1OC	0.63	-0.067	0.91	0.74	.	.	-1%	-0.58	1221	3.9	2.4	3.1	-14%	-2.0%	i	i	-17
COc1ccc(OCCn2cnc(Cl)c2Cl)cc1	-0.38	-0.25	0.67	0.45	8	708	1%	0.43	1062	.	.	.	-3%	.	i	.	.
COc1ccc(C(=O)CSc2nnc(CN3CCCC3)n2-c2ccc(F)cc2)c(OC)c1	0.34	-0.14	0.72	-1.8	-10	666	1%	0.27	1272	1.8	1.4	6.9	6%	1.5%	i	i	12
CC(C)Nc1nc(N(c2ccccc2)c2ccccc2)nc(-n2ccnc2)n1	0.31	-0.34	0.084	0.29	.	.	-2%	-0.18	1428	4.3	2.1	11	-6%	-1.1%	.	i	18
O=C(N/N=C/c1cccc([N+](=O)[O-])c1)c1cccc(Br)c1	0.86	-0.36	0.35	-0.42	-6	677	2%	-0.56	1345	1.5	2.6	8.4	-2%	6.2%	i	i	-10
CCc1ccc(NC(=O)C(=O)NCc2ccccn2)cc1	1.7	-0.12	0.85	-0.78	-3	761	6%	-0.16	1663	2.0	1.7	7.5	6%	-1.8%	i	i	0
CC(c1ccco1)N(C(=O)c1ccc(Cl)s1)c1ccccn1 (centres undefined)	-0.79	-0.097	-0.37	0.46	.	.	.	-0.43	1074	12	2.6	4.9	.	.	i	i	5
CN(C)c1ccc(Cl)cc1N	-1.1	-0.04	-0.44	0.028	-20	678	2%	-0.2	1414	1.2	1.3	8.9	8%	-0.6%	i	i	-14
CC(OC(=O)CN(C)S(=O)(=O)c1ccc(Cl)cc1)C(=O)Nc1ccc(N2CCOCC2)cc1 (centres undefined)	-0.02	-0.19	0.34	-0.26	.	.	6%	0.61	953	5.0	1.8	5.0	18%	-0.9%	i	i	-7
COc1ccc(-c2nnco2)cc1OC	0.066	-0.15	0.039	-0.26	.	.	6%	0.9	1236	2.2	2.3	9.8	8%	-0.8%	i	i	-1
COC(=O)CCCC(=O)Nc1c(F)c(F)c(F)c(F)c1F	3.5	-0.059	1.6	-2	27	765	-5%	-0.27	1226	1.7	1.9	14	3%	-0.4%	i	i	3
Cc1nnc2sc(-c3csc4c3CCCC4)nn12	1.5	-0.31	0.58	0.46	-4	762	1%	.	.	2.9	2.8	10	17%	-2.4%	i	i	-3
CCOc1ccc2nc(NC(=O)CCC(=O)c3cccs3)sc2c1	-1.4	-0.24	-0.64	2.8	18	725	14%	0.13	800	1.2	1.1	9.8	2%	-4.4%	?	i	25
CCOC(=O)N1CCN(C(c2ccc(Cl)cc2)c2sc3nc(C)nn3c2O)CC1 (centres undefined)	2.8	-0.47	2.3	-2.2	-19	622	-4%	1.9	623	.	.	.	0%	.	i	.	.
Cn1cccc1Cc1nnc(SCC(=O)N2CCOCC2)n1CCc1ccccc1	0.72	-0.21	0.52	0.27	7	661	2%	-0.95	1476	2.9	3.1	1.2	10%	.	i	i	3
Cc1cc(C(=O)NCc2nc(-c3ccccc3)no2)ccc1[N+](=O)[O-]	1.3	-0.13	0.85	-0.6	15	708	1%	-0.76	1467	4.4	1.4	6.4	5%	-0.2%	i	i	33
Clc1ccc2c(N3CCCC3)ccnc2c1	2.6	-0.22	1.3	-1.1	-2	618	7%	-0.8	1285	3.2	1.9	0.7	33%	.	i	i	3
O=C(c1ccc(Oc2ccc([N+](=O)[O-])cc2Cl)cc1)N1CCCC1	-0.056	-0.22	-0.16	-0.12	-8	630	4%	-0.08	1624	4.3	1.4	8.5	4%	1.7%	i	i	1
CCOC(=O)c1sc(NC(=O)COc2ncnc3ccccc23)c(C(=O)OCC)c1C	-0.61	-0.23	-0.43	0.16	-5	591	0%	-0.85	1241	2.0	3.1	3.4	7%	-5.2%	i	i	-4
CCC(=O)N1CCCc2cc(S(=O)(=O)N3CCN(C4CCCCC4)CC3)ccc21	.	.	.	.	1	603	-2%	0.1	1947	.	.	.	-5%	-3.1%	i	.	.
Cc1cnc(C(=O)N2CCCC(C(=O)c3cccc(OC(C)C)c3)C2)cn1 (centres undefined)	-0.65	-0.2	-0.023	0.58	-20	745	9%	-0.18	1396	.	.	.	3%	2.2%	i	i	9
CNS(=O)(=O)c1cccc(C(=O)OCC(=O)C23CC4CC(CC(C4)C2)C3)c1	0.0093	0.2	0.4	-0.55	5	775	-8%	0.88	835	1.6	1.1	8.6	2%	-2.8%	i	i	-11
COc1cc(C(=S)N2CCCC2)ccc1OC(=O)c1ccc(Cl)cc1[N+](=O)[O-]	0.47	-0.21	0.58	0.81	.	.	0%	-0.28	1490	2.3	1.3	3.1	-13%	-0.8%	i	i	1
CCCCNC(=O)CSc1nc(N)c(C(=O)Nc2ccc(OC)cc2)s1	0.0078	-0.26	-0.016	0.44	2	705	5%	-0.4	1412	.	.	.	1%	.	i	.	.
COc1ccc(OC)c(NC(=O)COC(=O)c2c3c(nc4ccccc24)CCCC3)c1	0.017	-0.21	0.4	1.3	28	784	2%	-0.34	967	3.2	1.2	12	0%	-0.6%	i	i	-10
Oc1ccc(CNc2ccccc2F)c2cccnc12	-0.45	-0.2	0.2	0.087	.	.	3%	-0.15	1187	3.2	0.7	7.2	4%	-2.2%	i	i	-5
CCc1cccc(NC(=O)CCc2nc(-c3cccs3)no2)c1	-0.43	-0.25	-0.16	0.51	-1	606	-10%	1	1897	5.0	2.6	9.9	18%	.	i	.	.
COc1ccc(CNC(=O)C2CCCN2S(=O)(=O)c2ccc(F)cc2)cc1 (centres undefined)	0.43	-0.39	-0.44	0.9	2	750	7%	0.98	1412	3.5	2.6	10	0%	-1.0%	i	i	-10
CCOC(=O)c1cnc2c(c(C)nn2C)c1Oc1ccc(OC)cc1	-0.92	-0.24	-0.85	1.2	1	678	-4%	-0.28	1424	.	.	.	-1%	.	i	.	.
CN(C(=S)Nc1cccnc1)c1ccc(O)cc1	-0.58	-0.29	-0.69	1.1	7	674	12%	0.78	1218	2.6	2.6	5.2	-8%	-2.7%	i	i	9
NC(=NC(=O)c1ccccc1)N1CCOCC1	-0.5	-0.18	0.25	0.052	.	.	7%	0.76	1565	1.9	1.9	7.8	0%	-2.0%	i	i	-19
